Bioassay records from PubChem BioAssay.
TDP1 block: qHTS Assay for Inhibitors of Tyrosyl-DNA Phosphodiesterase (TDP1) | AID 485290, 2010 | 0.28% of 350,000 active | Potency, µM (titrated, usually from 130 µM), for inactives: at the top dose activity change, negative = inhibition, hits mostly inhibitors | recombinant TDP1, AlphaScreen DNA substrate cleavage | Tyrosyl-DNA phosphodiesterase 1 (Homo sapiens), Q9NUW8; note: nearly all actives have a fitted effect of over 40% in size
Target sequence (Q9NUW8 whole entry, looked up): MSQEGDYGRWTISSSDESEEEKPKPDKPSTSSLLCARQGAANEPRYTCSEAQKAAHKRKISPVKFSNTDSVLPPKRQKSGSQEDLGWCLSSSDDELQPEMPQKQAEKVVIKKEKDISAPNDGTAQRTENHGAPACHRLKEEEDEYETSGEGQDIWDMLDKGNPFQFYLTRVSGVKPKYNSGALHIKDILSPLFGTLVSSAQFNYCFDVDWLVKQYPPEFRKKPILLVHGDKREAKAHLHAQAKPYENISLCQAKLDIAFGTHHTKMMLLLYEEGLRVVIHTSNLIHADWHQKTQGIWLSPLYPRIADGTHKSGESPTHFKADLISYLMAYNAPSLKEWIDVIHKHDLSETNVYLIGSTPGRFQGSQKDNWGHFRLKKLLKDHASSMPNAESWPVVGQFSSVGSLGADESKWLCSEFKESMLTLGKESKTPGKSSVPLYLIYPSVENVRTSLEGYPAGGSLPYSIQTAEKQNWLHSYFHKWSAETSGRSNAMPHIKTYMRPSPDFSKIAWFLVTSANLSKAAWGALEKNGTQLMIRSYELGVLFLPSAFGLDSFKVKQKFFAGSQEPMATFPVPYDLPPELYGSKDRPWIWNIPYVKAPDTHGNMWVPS
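Enzyme-compound mixtures sat 15 min at room temperature, followed by a 5 min reaction with 15 nM final substrate and 10 min with AlphaScreen beads. Recombinant human Tdp1 was used at 1 nM final.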
DT40 TDP1 CPT: qHTS for Inhibitors of human tyrosyl-DNA phosphodiesterase 1 (TDP1): qHTS in cells in presence of CPT; chicken DT40 Tdp1-/-;hTDP1 cells + 20 nM CPT, ATP luminescence, 48 h; Potency, µM (series often up to 46.2 µM), for the others: top-dose activity change, negative = growth inhibition, actives largely listed as inhibitors; 12% of 420,000 active; AID 686979, 2013; note: nearly all actives have a fitted effect of over 55% in size
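Cell growth measured by CellTiter-Glo luminescence after a minimum 48 h, 37 C compound exposure with 20 nM CPT in Tdp1-knockout DT40 cells stably expressing hTDP1, seeded 400/well; qHTS titration format.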
TDP1 cell noCPT: qHTS for Inhibitors of human tyrosyl-DNA phosphodiesterase 1 (TDP1): qHTS in cells in absence of CPT; DT40 Tdp1-/- hTDP1 cells, no CPT, ATP luminescence, 48 h; 15% of 420,000 active; Potency, µM (doses to about 46.2 µM), without a hit: at the top dose activity change, negative = growth inhibition, usual class: inhibitors; AID 686978, 2013; note: nearly all actives have a fitted effect of over 55% in size
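Cells were dispensed at 400 per well, compounds added by pin tool, plates incubated ≥48 hr at 37 °C, then CellTiter-Glo added for 30 min at room temperature before luminescence reading. Line: DT40 Tdp1-/- complemented with hTDP1; camptothecin omitted.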
Starred values were filed as active, the others as inactive; ? = inconclusive; . = no result given; & = joins results of further samples. Calls come from the whole dose curve; as a rule, active = well fitted curve in the direction sought with a large enough effect; inconclusive = small, poorly fitted or top-dose-only effect, or another doubt; inactive = no such curve, though single readings can be large; an effect the other way counts as inactive or inconclusive. % is set by controls: 0 for no effect and ±100 for the full control effect; potency is the fitted concentration of half-maximal effect.

SMILES	TDP1 block	DT40 TDP1 CPT	TDP1 cell noCPT
CN1C(=O)C2C3c4ccccc4C(c4ccccc43)[C@@H]2C1=O (stereo partly drawn)	.	?	?
O=C1CSC(c2ccccc2O)N1Cc1ccccc1 (stereo not drawn)	.	?	-19.0%
Cc1ccc(F)c(S(=O)(=O)NC(=O)C2(C)CCN2C(=O)C2(c3ccc(Cl)cc3)CC2)c1 (stereo not drawn)	.	-10.2%	-4.4%
O=C(NCc1cccnc1)c1cc(C2CCCN(S(=O)(=O)c3ccccc3)C2)on1 (stereo not drawn)	.	-19.9%	-24.5%
COc1cccc(NC(=O)Cn2c(=O)n(CCCCC(=O)NCc3ccc4c(c3)OCO4)c(=O)c3ccccc32)c1	-0.9%	?	?
CCOC(=O)C1C(c2ccc(OC)c(OC)c2)c2c([nH][nH]c2=O)CC1(C)O (stereo not drawn)	.	-6.4%	?
Cc1ccc(CNC(=O)C2CCN(S(=O)(=O)N3CCC4(CC3)OCCO4)CC2)cc1	5.3%	-25.6%	-24.5%
COc1ccc(C(=O)/C=C2/Sc3cc4c(cc3N2C)OCO4)cc1	0.0%	-3.4%	-6.6%
O=C(Cn1cnc2ccccc2c1=O)NCCC(=O)Nc1ccc2c(c1)OCO2	2.6%	-7.9%	9.1%
CCCCN(CC)C(=O)Cn1ncc2c3ccccc3n(CCC)c2c1=O	2.5%	?	23.1µM*
Cc1cccc(S(=O)(=O)c2cn(C)c3cc(N4CCCCCC4)c(F)cc3c2=O)c1	3.7%	6.3%	-10.7%
CC(O)(c1ccccc1)c1nc(-c2cccc(C(=O)O)c2)cs1 (stereo not drawn)	.	-21.1%	-10.9%
CCc1ccc(CNC(=O)CCn2c(=O)c3cccn3c3ccc(F)cc32)cc1	7.8%	?	?
Cc1ccc(C(=O)NCC(=O)OCC(=O)c2c(N)n(C)c(=O)n(C)c2=O)cc1C	-2.0%	0.3%	12.0%
NS(=O)(=O)c1ccc(NC(=O)c2ccc3c(c2)CCN3S(=O)(=O)c2ccccc2)cc1	-1.5%&2.3%	23.1µM*	10.3µM*
COc1cc(S(=O)(=O)NC2CCCCC2C)ccc1Cl (stereo not drawn)	2.1%	-12.6%	-9.9%
CC(=O)Cc1cc2cc([N+](=O)[O-])ccc2oc1=O	.	8.3%	-6.1%
O=C(Nc1cccc(C(F)(F)F)c1)c1cc2nc(-c3ccco3)cc(C(F)(F)Cl)n2n1	1.9%	-26.8%	-25.3%
CC(C)CC(=O)N1CCN(C(=O)CCC2CCCC2)CC1	1.0%	?	?
Cc1ccc(NC(=O)N(O)C2CCCCC2C#N)cc1 (stereo not drawn)	.	5.8%	-0.6%
CCC(C)C(NC(=O)OC(C)(C)C)C(=O)NC(Cc1ccccc1)C(=O)OC (stereo not drawn)	3.1%	9.7%	-0.1%
Cc1c(C(=O)N2CCC(Cc3ccccc3)CC2)cccc1[N+](=O)[O-]	5.6%	?	?
C=CCn1c(Cc2cccs2)nnc1SCC(=O)c1cccc(Br)c1	5.3%	?	?
COc1ccc(CCNC(=O)CSCc2ccc([N+](=O)[O-])cc2)cc1OC	5.1%	25.9µM*	25.9µM*
CN(C)CCNc1nc2c(c(=O)[nH]c(=O)n2C)n1CCCc1ccccc1	0.0%	-16.3%	-11.2%
N#Cc1ccccc1OCC(=O)Nc1nnc(C2CC2)s1	1.4%	-11.1%	-1.2%
CCC1NC(=O)c2cccnc2-n2c1nc1ccc(OC)cc1c2=O (stereo not drawn)	.	17.9%	-16.3%
NS(=O)(=O)c1ccc(CCNC(=O)CSc2ccccc2)cc1	4.0%	4.4%	-8.1%
Cc1nc2c(N=Nc3ccccc3F)c(N)nn2c(N)c1C#N	2.5%	-28.4%	-21.8%
COCCN(C(=O)COC(=O)/C(=C/c1ccccc1)NC(C)=O)c1c(N)n(Cc2ccccc2)c(=O)[nH]c1=O	0.9%	0.7%	-4.8%
CN(C)C(=O)c1ccc(Nc2ncnc3sc4c(c23)CCCCC4)cc1	5.4%	?	23.1µM*
Cc1ccccc1C(=O)N1CCN(c2ccc(NC(=O)c3ccc4c(c3)OCO4)cc2)CC1	7.7%	13µM*	13µM*
COC(=O)c1ccc(C(=O)OC)c(NC(=S)N2CCN(c3ccc(F)cc3)CC2)c1	2.6%	-26.1%	-22.4%
CC1=NCCN1CCNC(=O)Nc1ccc(F)cc1	0.0%	-3.3%	1.7%
CN1C(=S)SC(N(O)C(=O)NC2CCCCC2)C1(C)C (stereo not drawn)	0.0%	-1.3%	-5.8%
O=C(Nc1cccnc1)c1ccc(NS(=O)(=O)c2cc([N+](=O)[O-])ccc2Cl)cc1	0.0%	2.4%	12.1%
CC(C)(c1ccccc1)c1ccc(OCCCNCCO)cc1	3.9%	?	20.6µM*
COCCSc1ccccc1C(=O)Nc1ccccc1C(C)C	7.2%	-27.3%	?
CC(C)C[C@@H](CN1CCCC1CN1C(=S)NC[C@@H]1Cc1ccccc1)N1C[C@H](Cc2ccccc2)N(CCc2ccccc2)C1=S (stereo partly drawn)	.	?	9.2µM*
Cc1cc(C)cc(NC(=O)N2CCC(C(N)=O)(N3CCCCC3)CC2)c1	0.0%	-11.5%	-7.2%
COc1cc(/C=N/NS(=O)(=O)c2ccc(C)c([N+](=O)[O-])c2)ccc1O	2.7%	-21.2%	2.2%
COc1ccc(Cl)cc1N1C(=O)CC(Sc2ccccc2N)C1=O (stereo not drawn)	.	2.7%	-25.0%
CCC(/C=N/NC(=O)C(=O)N/N=C/C(CC)CC)CC	3.2%	1.0%	9.3%
CC(C)NC(=O)c1onc(CSc2cccc3ccccc23)c1C(=O)O	5.2%	-12.0%	0.5%
CCCOc1ccccc1/C=C(\C#N)C(=O)Nc1cccnc1	8.2%	-3.1%	-10.9%
Cc1cc(=O)[nH]c2nnc(SCC(=O)Nc3cc(C(F)(F)F)ccc3Cl)n12	5.2%	23.1%	-1.2%
COc1cc(NC(=O)c2ccc(Br)cc2)ccc1NC(=O)c1cc2ccccc2o1	.	4.2%	-17.4%
CN1CCN(C(=O)c2ccc(CNS(=O)(=O)c3ccc(F)c(Cl)c3)cc2)CC1	-0.2%	?	-16.9%
CCOC(=O)c1ccc(NC(=O)CCOc2ccccc2)cc1	2.0%	-13.6%	-22.9%
CCn1c(CNc2ccc(Cl)cc2)nnc1SCC(=O)OC1CCCCC1	2.5%	-28.9%	?

Carrying on:
SMILES	TDP1 block	DT40 TDP1 CPT	TDP1 cell noCPT
O=C(NC1CCCC1)C1CCC(CNS(=O)(=O)c2cccs2)CC1 (stereo not drawn)	2.6%	-1.9%	-2.3%
CCCCOC(=O)c1ccc(NC(=O)c2ccc3c(c2)CCN3S(C)(=O)=O)cc1	2.3%	-25.1%	?
COc1cccc2cc(C(=O)C3=C(O)C(=O)N(CCN4CCOCC4)C3c3ccc(C)o3)oc12 (stereo not drawn)	5.0%	-14.1%	13.8%
COc1ccnc(Oc2ccc(F)cc2)c1-c1ncn[nH]1	0.0%	-1.2%	3.8%
CCOc1ccc(C(=O)Nc2ccc(-c3nnc4n3CCCCC4)cc2)cc1OCC	6.2%	?	?
O=C(Nc1nnc(C2CC2)s1)c1cccc(S(=O)(=O)N2CCc3ccccc32)c1	4.2%	-13.2%	-19.9%
C=CCSc1ccsc1C(=O)O	-2.0%	-8.0%	-10.6%
c1ccc2c(-c3cc(C4CCNCC4)[nH]n3)cccc2c1	2.9%	20.6µM*	?
O=C(Nc1ccccc1)N1C(=O)C2(OCCO2)c2ccccc21	1.1%	-34.2%	?
CCOc1cc(N2CCOCC2)c(OCC)cc1NC(=O)c1ccc(OCc2c(C)noc2C)c(OC)c1	5.4%	14.6µM*	10.3µM*
Cc1ccc(CNS(=O)(=O)c2ccc(-c3cc(C(F)(F)F)on3)s2)cc1	-2.6%	-20.9%	-19.5%
O=C1C2CC=CCC2C(=O)N1c1ccc(NCCc2cccc(F)c2)c([N+](=O)[O-])c1 (stereo not drawn)	6.8%	?	11.6µM*
CC(=O)Nc1nonc1NC(=O)COc1ccccc1	-1.3%	16.9%	-2.1%
CC(=O)C1=C(C)NC(=O)NC1c1ccccc1 (stereo not drawn)	5.0%	17.4%	-1.3%
COC(=O)C1=C(c2ccccc2)c2ccccc2S(=O)(=O)N1CC(=O)Nc1ccc(OC)cc1OC	2.7%	-3.3%	?
Cc1cccc(NC(=O)Cc2coc3ccc4ccccc4c23)n1	7.8%	10.3µM*	16.4µM*
CCc1nnc(NS(=O)(=O)c2ccc(NC(=S)NC(=O)c3ccc(Br)cc3)cc2)s1	-2.3%	-13.2%	-0.3%
Cc1cc(NC(=O)CCC2CCCCC2)no1	2.2%	-3.7%	-24.2%
COc1ccccc1N1CC(C(=O)Nc2nnc(SCc3cccnc3)s2)CC1=O (stereo not drawn)	3.6%	18.7%	4.3%
Cc1cccc(C(=O)NC(=S)NNC(=O)c2ccccc2Cl)c1	10.5%	?	?
Brc1ccc(CSc2nnc(-c3ccccn3)n2Cc2ccco2)cc1	1.0%	14.6µM*	8.2µM*
Cn1ncc(C#N)c1/N=C/N(Cc1ccccc1)Cc1ccccc1	4.4%	14.6µM*	?
CCCNC(=O)CSc1nc2ccccc2nc1Cc1ccc(Cl)cc1	2.7%	1.0%	?
CCOc1ccc(NC(=O)COC(=O)c2ccc3c(c2)OCCO3)cc1	0.4%	-29.7%	3.0%
CC(OC(=O)C1CCC1)C(=O)Nc1cc(Cl)cc(Cl)c1 (stereo not drawn)	.	1.0%	-18.7%
Cc1cc(=O)n2nc(N3CCCC(C(=O)NCCC4=CCCCC4)C3)sc2n1 (stereo not drawn)	5.4%	?	-3.3%
COC[C@H]1CCCN1[C@@H]1CS(=O)(=O)N[C@H]1COCc1ccccc1	.	-19.4%	-28.0%
O=S1(=O)CCOC[C@H](CC2CCCCC2)N1Cc1ccc(Cl)cc1	.	2.82µM*	3.55µM*
COc1ccc(CCC(=O)N2CCCC(Nc3ccc(C)c(C)c3)C2)cc1OC (stereo not drawn)	8.8%	?	?
Cc1c(C(=O)O)oc2c1ccc1ccccc12	3.8%	-1.5%	17.4%
CC(C)(C)c1ccc(OCCCC(=O)NNC(=O)c2ccccc2O)cc1	0.5%	?	18.4µM*
N#CCCn1cc(/C=C(\C#N)c2nc3ccccc3s2)c(-c2ccc(F)cc2)n1	3.2%	2.5%	-23.7%
O=C(Nc1ccc(Cl)c([N+](=O)[O-])c1)c1ccncc1	5.5%	?	?
CSc1nc(NCC(C)O)c2c3c(sc2n1)CN(C)CC3 (stereo not drawn)	.	0.4%	-3.4%
COc1ccc(NC(=O)[C@H](C)NC(=O)C2CCN(S(=O)(=O)c3ccc(C)cc3)CC2)cc1	2.5%	4.4%	-6.0%
CCOc1ccccc1C(=O)N/N=C/c1cccc2cccnc12	5.2%	?	?
Cc1ccc(S(=O)(=O)NNc2ccccc2)c(C)c1	2.3%	?	18.4µM*
COc1ccc(C(=O)NCc2ccc3[nH]c(C)cc3c2)cc1OC	7.0%	-5.6%	-5.3%
CC1CCc2sc(NC(=S)NC(=O)c3ccccc3)c(C#N)c2C1 (stereo not drawn)	6.8%	-5.8%	?
CCCCCN1C(C(=O)c2ccccc2)=C(NC(=O)c2ccc(OC)cc2)c2ccccc2S1(=O)=O	5.3%	?	23.1µM*

Five compounds from above, ordered by length of the SMILES, ascending:
SMILES	TDP1 block	DT40 TDP1 CPT	TDP1 cell noCPT
Cn1ncc(C#N)c1/N=C/N(Cc1ccccc1)Cc1ccccc1	4.4%	14.6µM*	?
Cc1cc(C)cc(NC(=O)N2CCC(C(N)=O)(N3CCCCC3)CC2)c1	0.0%	-11.5%	-7.2%
COC[C@H]1CCCN1[C@@H]1CS(=O)(=O)N[C@H]1COCc1ccccc1	.	-19.4%	-28.0%
O=C(NCc1cccnc1)c1cc(C2CCCN(S(=O)(=O)c3ccccc3)C2)on1 (stereo not drawn)	.	-19.9%	-24.5%
Cc1ccc(CNC(=O)C2CCN(S(=O)(=O)N3CCC4(CC3)OCCO4)CC2)cc1	5.3%	-25.6%	-24.5%

Other records.
SMILES	TDP1 block	DT40 TDP1 CPT	TDP1 cell noCPT
O=C(COc1ccc([N+](=O)[O-])cc1Cl)N(C1CCCCC1)C1CCS(=O)(=O)C1 (stereo not drawn)	-3.0%	-19.4%	-14.9%
Cc1noc(C)c1CSc1nnc(-c2ccncc2)n1-c1cccc(Cl)c1C	2.0%	-26.9%	?
COC(=O)n1c(=O)oc2ccc(S(=O)(=O)N3CCCCC3)cc21	1.2%	6.9%	-2.0%
COc1ccc(C(=O)NCc2ccncc2)cc1S(=O)(=O)N1CCOCC1	2.9%	-12.2%	-4.1%
